Eya2 phos inh: inhibitors of human Eya2 phosphatase activity. AID 488837. 330,000 tested, 0.006% active. O00167. Potency, µM (highest dose often 76.9 µM), for the others: at the top dose activity, negative = inhibition, usual class: inhibitors. recombinant Eya2, OMFP fluorescence dephosphorylation (OMFP is methylfluorescein phosphate); also: potency is read from the fitted curve at half-maximal effect; % is scaled to controls: 0 for no effect and ±100 for the full control effect
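Eya2 protein (added as 0.2 uM solution) was preincubated with compound for 10 min at ambient temperature in 50 mM HEPES pH 7.5, 50 mM NaCl, 5 uM MgCl2, 0.05% BSA, 1 mM DTT. OMFP (added at 50 uM) then reacted 10 min; fluorescence read at 485/525 nm.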
TSHR antag: antagonists of human thyroid stimulating hormone receptor; activity change, negative = inhibition, % at 11.5 µM; 330,000 tested, 0.2% active; TSHR-expressing cells, TSH-stimulated cAMP HTRF, 2 h; stronger effect = lower value;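 active = activity change below a set negative limit, meaning inhibition stronger than a set level, cut at about -70% in these data; inconclusive = activity change between two set negative limits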; also: % is scaled to controls: 0 for no effect and ±100 for the full control effect
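TSHR-expressing cells were treated with compounds, then stimulated with TSH at EC80 (4nM final) for 2 hours at 37 deg C. Cellular cAMP was measured by HTRF competition between lysate cAMP and cAMP-d2 for a cryptate-labelled anti-cAMP antibody.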
Chronic BCR inh: chronic active BCR signaling inhibition; Potency, µM (series often up to 46.1 µM), for inactives: at the highest dose ratio change, negative = lower green/red ratio, most hits filed as inhibitors; ABC-DLBCL IkBa-CBG/CBR reporter, luminescence ratio, 4 h; 340,000 tested, 0.05% active; active = well fitted inhibition curve with a large enough effect in the signal ratio, with a control signal flat, not every such curve was filed as active; inconclusive = small, poorly fitted or top-dose-only effect, or effect the other way, or a change in a side signal; the % refers to the signal ratio;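 also: potency is read from the fitted curve at half-maximal effect; plate controls were basal doxycycline-induced cells for no effect and cells given 10 µM MG132 for full effect; MG132 reads +100%, hits lower the ratio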
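Compounds up to 46 uM were incubated four hours with TMD8 cells whose green CBG68 luciferase is fused to IkappaBalpha; red CBR luminescence normalised the signal, and concentration-effect curves were fitted to fusion, red and ratio data.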
B2AR arrestin: agonists driving beta-arrestin recruitment to human beta2-adrenergic receptor. P07550. beta-arrestin recruitment to beta2AR, cell-based reporter. Potency, µM (top dose mostly 46.1 µM), inactives show top-dose activation, most hits filed as activators. 330,000 tested, 0.02% active;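 also: potency is read from the fitted curve at half-maximal effect; 0% = DMSO controls and full agonism = EC100 isoproterenol or metaproterenol; nearly all actives have a fitted effect of over 65% in size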
Target sequence (P07550 whole entry, looked up): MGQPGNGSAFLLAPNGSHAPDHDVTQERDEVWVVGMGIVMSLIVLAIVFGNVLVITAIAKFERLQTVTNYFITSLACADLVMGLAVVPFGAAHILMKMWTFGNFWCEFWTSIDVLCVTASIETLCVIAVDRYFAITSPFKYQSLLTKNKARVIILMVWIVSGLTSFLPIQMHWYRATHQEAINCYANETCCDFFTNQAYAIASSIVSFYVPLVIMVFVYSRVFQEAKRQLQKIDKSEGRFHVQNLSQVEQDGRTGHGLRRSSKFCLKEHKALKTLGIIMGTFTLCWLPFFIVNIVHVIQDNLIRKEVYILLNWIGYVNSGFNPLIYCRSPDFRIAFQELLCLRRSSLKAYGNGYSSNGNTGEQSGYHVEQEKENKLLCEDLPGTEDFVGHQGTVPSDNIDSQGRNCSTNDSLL
Mito fusion act: mitochondrial division inhibition or fusion activation; AID 485298; Potency, µM (series often up to 46.1 µM), for the others: at the top dose growth rescue (activation), most hits filed as activators; S. cerevisiae fusion-defective mutant growth rescue, CellTiterGlo 48 h; 320,000 tested, 0.23% active;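 also: potency is read from the fitted curve at half-maximal effect; % of control where 0% means no effect; nearly all actives have a fitted effect of over 45% in size; temperature-sensitive fusion mutants such as fzo1-1 at 37 °C on non-fermentable ethanol glycerol medium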
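Luminescent cell viability in 1536-well qHTS format served as the measure of rescued growth in ts fusion-mutant S. cerevisiae cultured on non-fermentable YPEG for 48 hours at 37C.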
TSG101-PTAP inh: blocks PTAP/TSG101 interaction to inhibit HIV-1 budding; Q99816; Fluorescence polarization, FITC-PTAP peptide / Tsg101 binding; Potency, µM (series often up to 115 µM), without a hit: at the highest dose activity change, negative = inhibition, most hits filed as inhibitors; 340,000 tested, under 10 active; AID 493005; active = well fitted inhibition curve with a large enough effect in the main read-out, with a control signal flat, not every such curve was filed as active; inconclusive = small, poorly fitted or top-dose-only effect, or effect the other way, or a change in a side signal; inactive = no such curve, though single readings can be large or run the other way; also: potency is read from the fitted curve at half-maximal effect; % of control where 0% means no effect
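Steps: Tsg101 binding domain dispensed (10 uM final), compounds pinned in DMSO, FITC-labeled PTAP-motif peptide added (50 nM final); after 20 min binding at room temperature, polarization measured.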
uPA generation: cell surface uPA generation inhibition. cell surface uPA generation assay, qHTS. AID 540303. 330,000 tested, 0.31% active. Potency, µM (titrated, usually from 38.3 µM), inactives show at the highest dose activity change, negative = inhibition, usual class: inhibitors; active = well fitted inhibition curve with a large enough effect; inconclusive = small, poorly fitted or top-dose-only effect; inactive = no such curve, though single readings can be large or run the other way; tested in mouse RAW 264.7 cells; also: potency is read from the fitted curve at half-maximal effect; % is scaled to controls: 0 for no effect and ±100 for the full control effect; nearly all actives have a fitted effect of over 55% in size
ELG1 DNA repair: blocks ELG1-dependent DNA repair in HEK293T cells. HEK293T ELG1-luciferase reporter, luminescence, 16 h; DNA damage induced by 5-fluorouridine. Potency, µM (highest dose often 46.1 µM), inactives show top-dose activity change, negative = inhibition, usual class: inhibitors. 330,000 tested, 2.3% active. AID 504467; also: potency is read from the fitted curve at half-maximal effect; % is scaled to controls: 0 for no effect and ±100 for the full control effect; nearly all actives have a fitted effect of over 55% in size
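Quantitative HTS, concentration-response format. 2,000 cells/well co-treated with 5-fluorouridine and compound, 16 hr in 5% CO2 at 37 °C; ONE-Glo luminescence read after 30 min.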
Tb PFK inh: inhibitors of T. brucei phosphofructokinase. Potency, µM (series often up to 57.5 µM), for inactives: at the highest dose activity, negative = inhibition, actives largely listed as inhibitors. T. brucei PFK, ADP-Glo luminescence. AID 485367. O15648. 330,000 tested, 0.17% active;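 also: potency is read from the fitted curve at half-maximal effect; 0% = uninhibited 1x PFK enzyme wells and -100% = no-enzyme wells; nearly all actives have a fitted effect of over 60% in size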
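1.25 nM PFK with 0.5 mM F6P and 0.1 mM ATP in 0.1 M TEA pH 8.0, 5 mM MgCl2, incubated 45 min at room temperature; ADP measured by ADP-Glo luminescence; compounds titrated up to 57 uM.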
USP2a inh: inhibitors of human ubiquitin-specific protease USP2a; Potency, µM (titrated, usually from 38.3 µM), without a hit: at the highest dose activity change, negative = inhibition, usual class: inhibitors; O75604; 330,000 tested, 0.01% active; AID 463254; USP2 core, Ub-CHOP2 coupled fluorogenic reporter, 485/531;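 also: potency is read from the fitted curve at half-maximal effect; plate controls were DMSO wells for no effect and full inhibition by NEM control for full effect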
Target sequence (O75604 whole entry, looked up): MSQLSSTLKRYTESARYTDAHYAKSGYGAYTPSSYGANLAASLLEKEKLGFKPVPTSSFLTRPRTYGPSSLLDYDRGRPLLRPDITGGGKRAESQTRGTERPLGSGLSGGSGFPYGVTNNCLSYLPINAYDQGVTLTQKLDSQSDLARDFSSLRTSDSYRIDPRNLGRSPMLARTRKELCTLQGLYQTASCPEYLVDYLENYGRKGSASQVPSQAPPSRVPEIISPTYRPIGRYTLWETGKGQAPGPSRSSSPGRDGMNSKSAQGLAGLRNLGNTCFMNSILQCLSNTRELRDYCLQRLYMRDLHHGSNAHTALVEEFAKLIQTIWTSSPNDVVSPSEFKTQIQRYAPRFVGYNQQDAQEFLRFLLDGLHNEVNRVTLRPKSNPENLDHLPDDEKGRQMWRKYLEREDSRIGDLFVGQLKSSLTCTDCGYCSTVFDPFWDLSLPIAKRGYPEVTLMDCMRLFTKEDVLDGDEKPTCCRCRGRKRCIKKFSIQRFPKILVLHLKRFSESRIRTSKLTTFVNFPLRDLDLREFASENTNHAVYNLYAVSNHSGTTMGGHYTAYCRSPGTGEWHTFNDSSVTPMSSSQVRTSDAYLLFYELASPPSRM
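Deubiquitinase activity read as fluorescence (485/531 nm) after Ub-CHOP2 cleavage activates the enterokinase reporter on its substrate; USP2 core 10nM, Ub-CHOP2 and substrate 25nM each, 30min compound preincubation then 60min RT; data normalized to NEM, curves fitted.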
TCR act: T cell receptor activation; primary human leukocytes, anti-CD3, IL-2 HTRF, 48 h; Potency, µM (highest dose often 9.22 µM), for inactives: top-dose activation of IL-2 secretion, most hits filed as activators; 330,000 tested, under 10 active; AID 504894; also: % of control where 0% means no effect
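IL-2 release read by HTRF sandwich (Eu cryptate donor, d2 acceptor, 665 nm emission) after 48 hr exposure of primary human leukocytes to compound together with anti-CD3 beads in the absence of co-stimulatory signals.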
Numbers without * were called inactive; ? = inconclusive; · = no result given; & = joins results of further samples; [ ] = remark or other dose. Unless noted, calls follow the shape of the dose curve; as a rule, active = well fitted curve in the direction sought with a large enough effect; inconclusive = small, poorly fitted or top-dose-only effect, or another doubt; inactive = no such curve, though single readings can be large; an effect the other way counts as inactive or inconclusive.

SMILES	Eya2 phos inh	TSHR antag	Chronic BCR inh	B2AR arrestin	Mito fusion act	TSG101-PTAP inh	uPA generation	ELG1 DNA repair	Tb PFK inh	USP2a inh	TCR act
CCC1(c2ccc(F)cc2)NC(=O)N(CC(=O)c2ccc[nH]2)C1=O (stereo unspecified)	-1.7%	7.7	11.2%	-0.4%	-3.0%	-6.6%	4.5%	-7.6%	?	-2.3%	-6.5%
COC(=O)C1C2C=CC3(CN(Cc4ccco4)C(=O)C13)O2 (stereo unspecified)	8.0%	12.9	5.4%	-0.4%	-0.5%	-4.4%	-22.0%	19.1%	-9.8%	0.7%	-0.5%
COc1ccc(/C=C/C2=NN(C)C(=O)CC2)cc1	8.5%	-7.0	?	0.1%	5.4%	-1.9%	-13.8%	?	-10.3%	1.9%	9.6%
COC(=O)c1ccc(COc2ccc(C(C)(C)C)cc2)o1	-9.1%	-12.8	?	-0.8%	14.5%	6.4%	0.5%	?	-1.2%	2.0%	-0.6%
C=CCC[C@H](Cc1ccc(F)cc1)C(=O)OC[C@@H](C)NC(=O)[C@@H](CC=C)CC(=O)N[C@H](CO)Cc1ccccc1	-10.0%	5.9	?	0.3%	·	-12.7%	?	-9.4%	-4.6%	-5.4%	6.0%
COc1ccccc1C(=O)Nc1nnc(C)s1	10.5%	-6.6	-4.8%	-0.1%	-0.8%	-0.9%	·	?	0.2%	7.9%	0.9%
C=CCn1c(CCNC(=O)c2cccs2)nnc1SCC(=O)c1ccc(Br)cc1	0.8%	-8.0	1.6%	-0.2%	0.2%	-2.6%	·	-20.1%	3.8%	1.1%	6.2%
O=C(Nc1ccc(C(=O)N2CCCCC2)cc1)c1cccc([N+](=O)[O-])c1	-3.3%	6.4	0.1%	-0.4%	0.3%	-2.3%	-7.8%	6.2%	-0.2%	-1.2%	7.6%
CCC(=O)Nc1ccc(NC(=S)NC(=O)/C=C/c2ccccc2)cc1	-6.4%	6.1	-1.2%	5.8%	-7.1%	0.9%	-9.6%	5.4%	-22.7%	0.7%	0.9%[46.1 µM]
O=C1C2C(c3ccccc3)C=CC(c3ccccc3)C2C(=O)N1CCCO (stereo unspecified)	1.2%	0.0	-14.8%	0.0%	7.2%	-1.1%	-2.9%	-18.9%	-3.2%	-1.6%	0.0%
O=C(c1ccco1)N1CCN(C(=O)c2ccc(-c3ccc(Cl)cc3)o2)CC1	-16.0%	-32.9	?	0.3%	14.1%	-2.0%	-16.4%	?	-1.9%	-2.1%	-0.8%
Cc1nc(=O)c(-c2ccccc2)c(C)n1CCO	13.2%	-1.0	2.6%	-0.2%	-1.0%	-2.2%	1.8%	4.2%	-6.1%	1.9%	1.6%
COCCNC(=O)c1ccc2c(c1)C(=O)c1ccccc1-2	-7.6%	-6.1	?	0.2%	-6.7%	-1.3%	-9.0%	1.5%	4.9%	0.8%	2.3%
NS(=O)(=O)c1ccc(CNC(=O)c2ccccc2SCC(=O)N2CCCC2)cc1	-4.9%	·	10.3%	-0.4%	-1.2%	1.8%	-2.1%	2.1%	-26.7%	0.3%	1.1%
CCN(CC)C(=O)Cn1cc(C(=O)C(=O)N(CC)C2CCCCC2)c2ccccc21	4.8%	-3.6	0.2%	0.5%	1.6%	-7.0%	-1.2%	-7.9%	-6.1%	2.2%	5.2%
O=C(NC(=S)Nc1ccc(Oc2ccc(Cl)cc2)cc1)c1ccccc1	-3.5%	-41.6	12.3%	-0.3%	-0.1%	2.5%	-3.8%	-0.9%	9.1%	2.9%	6.3%
COc1ccc(C(=O)N=c2nc3ccccn3s2)cc1	38.3%	1.1	·	-0.9%	-4.2%	-7.4%	-14.4%	?	-13.1%	-2.3%	-4.0%
Cc1ccc(-c2[nH]c3ccccc3c2C(C[N+](=O)[O-])c2ccco2)cc1 (stereo unspecified)	3.3%	19.4	?	-0.8%	0.0%	0.9%	6.4%	?	-9.5%	-8.3%	6.9%
Cc1[nH][nH]c(=O)c1C(c1ccc(-c2cccc(Cl)c2)o1)c1c(C)[nH][nH]c1=O	-1.8%	11.9	?	-0.9%	-0.9%	-3.6%	-1.1%	?	-10.6%	0.0%	7.6%
CCOC(=O)Cc1nn(CCc2ccccn2)c(=O)c2ccccc12	0.2%	-6.1	1.0%	3.1%	2.5%	-5.7%	-13.6%	-1.1%	-2.1%	2.7%	2.8%
CCN1CCN(Cc2ccc(NC(=O)Nc3ccccc3Cl)cc2)CC1	1.6%	-4.0	-0.6%	3.1%	-0.1%	0.1%	10µM*	?	-3.4%	2.6%	-7.9%[46.1 µM]
CC1CC(NC(=O)/C(C#N)=C/c2ccc[nH]2)CC(C)(C)C1 (stereo unspecified)	4.2%	-10.4	-6.1%	-0.3%	-2.4%	-7.7%	-10.6%	-0.9%	5.1%	0.3%	-1.6%
O=C(Nc1cccc2ccccc12)c1cccc(F)c1	11.2%	7.9	3.4%	0.4%	-8.2%	-2.7%	3.9%	0.0%	-18.1%	3.5%	4.4%
COc1ccc(-n2c(C)n[nH]c2=O)cc1	-1.4%	-4.2	-19.8%	-0.3%	-1.1%	-0.3%	0.2%	-13.2%	0.1%	1.2%	-3.5%
COC(=O)c1cc(OC)c(OC)cc1NCC(=O)Nc1ccc(C)cc1	-7.6%	-13.5	?	-1.2%	5.1%	-0.6%	-1.3%	-27.8%	8.8%	-0.5%	4.3%[46.1 µM]
CCN(CC(=O)NC1CCS(=O)(=O)C1)S(=O)(=O)c1ccccc1Cl (stereo unspecified)	8.0%	4.0	-0.4%	-1.0%	2.7%	-1.6%	0.5%	0.6%	-6.2%	2.7%	3.8%
Cc1ccc(S(=O)(=O)N[C@@H](C)C(=O)N2CCC(C(=O)N3CCC[C@H]3C(=O)O)CC2)cc1	2.6%&3.3%	-2.3&-4.3	3.7%&-1.6%	-2.1%&0.0%	-1.7%&-6.6%	0.8%	6.3%	10.3%	-2.4%&3.1%	2.6%&3.4%	-21.9%
CC(=O)N1CCc2cc(S(=O)(=O)NC(CC(C)C)C(=O)Nc3cc(C)ccn3)ccc21 (stereo unspecified)	-11.6%	4.1	?	0.0%	-2.9%	-5.7%	0.6%	23.6%	2.9%	3.8%	-7.5%
O=C(CN1CCCc2ccccc21)Nc1ccc(F)cc1[N+](=O)[O-]	6.2%	-4.0	5.8%	-0.2%	-2.6%	-2.7%	-6.8%	?	-6.2%	1.1%	1.6%
Cc1nnc(NC(=O)c2cc(-c3ccncc3)nc3c(C)cccc23)s1	-11.0%	5.1	?	0.0%	-18.3%	-2.1%	-3.6%	?	-0.1%	-0.7%	-6.0%
c1ccc2cc(-c3csnn3)ccc2c1	9.0%	-1.9	4.7%	-1.3%	1.2%	-7.4%	-2.7%	?	8.8%	1.0%	-1.0%
CCCc1c(C)nc2c(OC)cccc2c1SCC(=O)O	4.4%	-8.5	0.1%	-1.5%	?	-0.1%	4.6%	5.2%	0.9%	-1.5%	·
COc1ccccc1C(=O)Nn1cnnc1	-7.6%	14.4	4.8%	-0.2%	-0.3%	-0.2%	0.4%	0.0%	0.9%	2.7%	·
CCOc1cc(C(=O)NC(CC(=O)O)c2ccc(OC3CCCC3)cc2)cc(OCC)c1OCC (stereo unspecified)	8.1%	-7.6	?	0.3%	-14.5%	-10.1%	2.4%	1.7%	1.3%	0.5%	2.0%
Cn1nccc1C(=O)N1CCCC(C(=O)c2ccc(C(F)(F)F)cc2)C1 (stereo unspecified)	4.1%	0.5	3.7%	0.3%	-14.9%	-6.3%	-6.7%	-5.9%	-1.6%	1.6%	-8.1%
COc1ccc(Nc2nc3c(C)cccc3cc2C#N)cc1	?	14.1	18.5%	-0.4%	5.6%	-0.1%	-2.6%	4.7%	-3.2%	1.4%	-10.6%
CCOc1cc(CN2CCN(C(=O)CC(C)C)CC2)ccc1OC	8.8%	15.1	-1.2%	0.2%	1.5%	-0.7%	-4.7%	-10.9%	-2.7%	-2.6%	3.5%
CC(SCc1ccccc1)C(=O)NCc1ccccn1 (stereo unspecified)	5.9%	-8.8	0.7%	-0.8%	-5.5%	-1.1%	-1.2%	10.5%	-0.5%	6.9%	-1.1%

Assay outcomes: PubChem, National Center for Advancing Translational Sciences (NCATS)
